NFkB SMM = NF-kappa-B p105 (human) binding | P19838 | AID 624139 | calls only | actives 1.3% (n = 17,000) | Small molecule microarray, anti-His fluorescence binding;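 active means spot fluorescence over background significantly raised, with a chance value under 7% in all four replicate spots of the compound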;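 further: probe protein is his-tagged human p50 processed subunit at 1 µg/ml; raw spot fluorescence signals with no normalization applied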
Target sequence (P19838 1-433 limits assumed): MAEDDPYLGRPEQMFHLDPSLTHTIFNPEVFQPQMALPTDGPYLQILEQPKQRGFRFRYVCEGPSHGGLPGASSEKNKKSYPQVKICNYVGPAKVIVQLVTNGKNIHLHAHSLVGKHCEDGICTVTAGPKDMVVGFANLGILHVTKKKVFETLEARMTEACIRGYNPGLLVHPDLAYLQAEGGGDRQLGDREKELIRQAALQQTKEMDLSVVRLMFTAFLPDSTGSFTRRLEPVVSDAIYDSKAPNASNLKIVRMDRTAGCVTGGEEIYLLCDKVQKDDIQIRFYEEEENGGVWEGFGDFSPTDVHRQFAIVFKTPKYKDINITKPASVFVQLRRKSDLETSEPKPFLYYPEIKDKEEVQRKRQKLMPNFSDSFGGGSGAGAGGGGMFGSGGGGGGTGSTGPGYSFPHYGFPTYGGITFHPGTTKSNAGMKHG
Calls only; i = inactive. An excerpt, so the mix of outcomes need not match the whole.

No.	Compound	NFkB SMM
1	CNC[C@H]1Oc2c(NC(=O)c3nc4ccccc4s3)cccc2C(=O)N([C@@H](C)CO)C[C@@H]1C	i
2	Cc1ccc(S(=O)(=O)N(C)C[C@H]2Oc3ccc(NC(=O)C4CC4)cc3CC(=O)N([C@H](C)CO)C[C@@H]2C)cc1	i
3	COc1ccc(CN(C)C[C@@H]2Oc3c(NC(=O)c4cnccn4)cccc3C(=O)N([C@H](C)CO)C[C@H]2C)cc1	i
4	NC(=O)NCC#Cc1ccc2c(c1)[C@]1(C(=O)N2)[C@H](C(=O)N2CCCCCCC2)[C@H]2C(=O)O[C@H](c3ccccc3)[C@H](c3ccccc3)N2[C@@H]1c1ccccc1OCCO	i
5	CCO[C@@H]1OC(C(=O)NCc2nc3ccccc3[nH]2)=C[C@H](C2CC2)[C@H]1CCCO	i
6	Cc1nnc(SCc2ccccc2C#N)n1-c1ccccc1	i
7	C[C@H]1CN([C@@H](C)CO)C(=O)c2cc(NC(=O)NC3CCCCC3)ccc2O[C@H]1CN(C)S(=O)(=O)c1ccc(Cl)cc1	i
8	COC(=O)Cc1[nH]nc2c1C1(CCSCC1)C(C#N)=C(N)O2	i
9	C[C@@H]1CN([C@@H](C)CO)C(=O)c2cccc(N(C)C)c2O[C@@H]1CN(C)S(=O)(=O)c1ccc(Cl)cc1	i
10	C[C@H]1CN([C@@H](C)CO)C(=O)Cc2cc(NC(=O)c3ccncc3)ccc2O[C@@H]1CN(C)C(=O)NC1CCCCC1	i
11	CNC[C@@H]1Oc2c(NS(=O)(=O)c3cn(C)cn3)cccc2C(=O)N([C@@H](C)CO)C[C@@H]1C	i
12	CC1(C)Cc2nc3nc(SCC(=O)Nc4ccccc4)n(-c4ccccc4)c(=O)c3cc2CO1	i

Grouped by structure: the entries above containing a cyano group.
No.	Compound	NFkB SMM
6	Cc1nnc(SCc2ccccc2C#N)n1-c1ccccc1	i
8	COC(=O)Cc1[nH]nc2c1C1(CCSCC1)C(C#N)=C(N)O2	i

The list continues.
No.	Compound	NFkB SMM
13	O=C(C1=C[C@H](c2ccc(C(F)(F)F)cc2)C[C@H](OCc2ccc(CO)cc2)O1)N1CCOCC1	i
14	C[C@@H]1CN([C@@H](C)CO)C(=O)c2cc(NC(=O)CCCN(C)C)ccc2O[C@@H]1CN(C)S(=O)(=O)c1ccc(F)cc1	i
15	COC(=O)[C@H]1[C@@H]2COc3ccccc3[C@H]2N[C@H]1C(=O)OC	i
16	O=C(O)CC(NC(=O)c1ccccc1)c1ccccc1 (centres undefined)	i
17	CC(C)NC(=O)Nc1ccc2c(c1)CC(=O)N([C@@H](C)CO)C[C@H](C)[C@H](CN(C)CC1CC1)O2	i
18	COC(=O)c1cc(NC(=O)CN(c2cc(C)cc(C)c2)S(C)(=O)=O)ccc1Cl	i
19	CNC[C@@H]1Oc2ccc(N)cc2C(=O)N([C@@H](C)CO)C[C@H]1C	i
20	COc1ccc(NC(=O)Nc2cccc3c2O[C@@H](CN(C)S(=O)(=O)c2ccc(OC)cc2)[C@@H](C)CN([C@@H](C)CO)C3=O)cc1	i
21	CNC[C@@H]1Oc2ccc(N(C)C)cc2CC(=O)N([C@H](C)CO)C[C@@H]1C	i
22	CS(=O)(=O)N(CC(=O)Nc1ccccc1C(F)(F)F)c1ccccc1Br	i
23	COc1ccc([Si](C)(C)[C@H]2[C@H](CCn3cc([C@H](O)c4ccccc4)nn3)O[C@@]3(C(=O)N(C)c4ccccc43)[C@@H]2C)cc1	i
24	O=C(O)CCC(=O)Nc1ccc(-c2nc3ccccc3o2)cc1	i
25	C[C@H](CO)N1C[C@H](C)[C@H](CN(C)Cc2ccncc2)Oc2ccc(NC(=O)Cc3cn(C)c4ccccc34)cc2CC1=O	i
26	CCn1c(-c2nonc2NC(=O)c2ccccc2)nc2ccccc21	i
27	C[C@H](CO)N1C[C@H](C)[C@@H](CN(C)C(=O)Nc2cccc3ccccc23)Oc2ccc(NC(=O)C3CC3)cc2C1=O	i
28	C[C@@H]1CCCCO[C@H](CN(C)C)[C@H](C)CN([C@H](C)CO)C(=O)c2cc(NS(=O)(=O)c3cccs3)ccc2O1	i
29	Cc1noc(C)c1NC(=O)Nc1ccc2c(c1)CC(=O)N([C@H](C)CO)C[C@@H](C)[C@H](CN(C)C)O2	i
30	COc1ccc(CN(C)C[C@H]2Oc3c(NC(=O)Nc4ccc(C(F)(F)F)cc4)cccc3C(=O)N([C@H](C)CO)C[C@@H]2C)cc1	i
31	O=C(NCC(O)CO)[C@]1(Cc2ccccc2)N=C(c2ccc(OCCCO)cc2)O[C@@H]1c1ccccc1 (some centres undefined)	i
32	CC(C)NC(=O)[C@@]1(c2ccc([N+](=O)[O-])cc2)CC(=O)N(CC23CC4CC(CC(C4)C2)C3)[C@@H]1c1ccc(CO)cc1	i
33	CCOc1ccc(-c2nnc(SCC(=O)c3ccccc3N)n2C)cc1	i
34	CC(C)(C)[C@H]1C=C(C(=O)NCc2ccccc2)O[C@@H](OCc2ccc(CO)cc2)C1	i
35	C[C@H](CO)N1C[C@H](C)[C@H](CN(C)C(=O)Nc2ccc(F)cc2)Oc2ccc(NS(=O)(=O)c3cccs3)cc2CC1=O	i
36	CC1CCc2c(sc(NC(=S)NC(=O)c3ccc(-c4ccc(Cl)cc4)o3)c2C(N)=O)C1 (centres undefined)	i
37	COc1ccccc1NC(=O)CSc1nnc(-c2ccc(Cl)cc2)o1	i
38	C[C@@H]1CCCCO[C@@H](CN(C)C(=O)Nc2ccccc2)[C@@H](C)CN([C@@H](C)CO)C(=O)c2cc(NS(=O)(=O)c3ccccc3)ccc2O1	i
39	CNC[C@@H]1OCCCC[C@H](C)Oc2ccc(NC(=O)c3ccncc3)cc2C(=O)N([C@@H](C)CO)C[C@H]1C	i
40	O=C1C(=O)N(CCN2CCOCC2)C(c2ccncc2)C1C(=O)c1cc2ccccc2o1 (centres undefined)	i
41	COc1ccc(NC(=O)O[C@H]2[C@H](OC(=O)Nc3ccccc3-c3ccccc3)[C@H](OC(=O)Nc3ccccc3-c3ccccc3)[C@@H](OC)O[C@@H]2CO)cc1	i
42	C[C@H]1CCCCO[C@@H](CN(C)S(=O)(=O)c2ccccc2)[C@@H](C)CN([C@@H](C)CO)C(=O)c2cc(NC(=O)c3ccccc3)ccc2O1	i
43	C[C@H]1CN([C@@H](C)CO)C(=O)Cc2cc(NC(=O)NC3CCCCC3)ccc2O[C@@H]1CN(C)S(=O)(=O)c1cn(C)cn1	i
44	COC(=O)c1ccccc1NC(=O)CNS(=O)(=O)c1cc(Cl)ccc1Cl	i
45	Cc1ccc2nc(-c3ccccc3)cc(C(=O)NCCCn3ccnc3)c2c1	i
46	CC(C)(O)C(O)COc1c2occc2cc2ccc(=O)oc12 (centres undefined)	i
47	Cn1c(SCC(=O)c2ccc(F)cc2)nnc1-c1ccc(NC(=O)c2ccccc2Br)cc1	i
48	C[C@H](CO)N1C[C@H](C)[C@@H](CN(C)CC2CC2)Oc2ccc(NS(=O)(=O)c3cccs3)cc2C1=O	i
49	C=CC[C@]1(C(=O)NCCCOC)N=C(c2ccc(OCCCO)cc2)O[C@H]1c1ccccc1	i
50	CN(C)c1nc(Nc2nc3ccccc3[nH]2)nc(N(C)C)n1	i
51	Cc1noc(C)c1NC(=O)N(C)C[C@H]1Oc2ccc(NS(=O)(=O)c3cccs3)cc2C(=O)N([C@H](C)CO)C[C@@H]1C	i
52	CC1=CC[C@@]2(C)CC[C@@](O)(C(C)C)[C@@H]2[C@@H](O)C1	i
53	C[C@@H]1CN([C@@H](C)CO)C(=O)CCCn2nncc2CO[C@H]1CN(C)C(=O)C1CC1	i
54	CC(C)NC(=O)Nc1ccc2c(c1)C(=O)N([C@@H](C)CO)C[C@@H](C)[C@@H](CN(C)C(=O)c1ccncc1)OCCCC[C@H](C)O2	i
55	Cc1ccc2cccc(S(=O)(=O)n3nc(C)cc3C)c2n1	i
56	Cc1ccc(S(=O)(=O)N(C)C[C@@H]2Oc3ccc(NC(=O)Cc4ccccc4)cc3C(=O)N([C@@H](C)CO)C[C@H]2C)cc1	i
57	C[C@H]1CN([C@@H](C)CO)C(=O)c2cccc(NS(=O)(=O)c3cccs3)c2O[C@@H]1CN(C)Cc1ccc(C(=O)O)cc1	i
58	C[C@@H]1CN([C@@H](C)CO)C(=O)c2cc(NC(=O)C3CC3)ccc2O[C@H]1CN(C)C(=O)Nc1cccc2ccccc12	i
59	Cc1cc([N+](=O)[O-])nn1CC(=O)Nc1cc(F)ccc1F	i
60	CNC1CCc2cc(OC)c(OC)c(OC)c2-c2ccc(OC)c(=O)cc21 (centres undefined)	i
61	C[C@@H]1CCCCO[C@H](CN(C)Cc2ccncc2)[C@H](C)CN([C@@H](C)CO)C(=O)c2cc(NS(=O)(=O)c3ccccc3)ccc2O1	i
62	C[C@H](CO)N1C[C@H](C)[C@@H](CN(C)C(=O)Cc2ccccc2)OCCCC[C@H](C)Oc2ccc(NC(=O)Nc3ccc(F)cc3)cc2C1=O	i
63	C[C@@H]1CN([C@H](C)CO)C(=O)c2cc(NC(=O)Nc3ccc(F)cc3)ccc2O[C@H]1CN(C)Cc1ccc2c(c1)OCO2	i
64	C[C@@H]1CN([C@H](C)CO)C(=O)Cc2cc(N(C)C)ccc2O[C@H]1CN(C)Cc1ccc(C(F)(F)F)cc1	i
65	O=C(Nc1ccc(Br)cc1)c1cccc(S(=O)(=O)Nc2ccccn2)c1	i
66	Cc1noc(C)c1S(=O)(=O)Nc1ccc2c(c1)C(=O)N([C@@H](C)CO)C[C@H](C)[C@@H](CN(C)C(=O)Nc1ccc(F)cc1)O2	i
67	CC(C)NC(=O)N(C)C[C@H]1OCCCC[C@@H](C)Oc2ccc(NC(=O)Nc3ccccc3)cc2C(=O)N([C@H](C)CO)C[C@@H]1C	i
68	COc1cc(OC)c(C(=O)c2ccc(O)cc2)c(OC)c1	i
69	Cc1noc(C)c1S(=O)(=O)Nc1ccc2c(c1)C(=O)N([C@@H](C)CO)C[C@@H](C)[C@@H](CN(C)C)OCCCC[C@@H](C)O2	i
70	CC(C)NC(=O)N(C)C[C@H]1OCc2cn(nn2)CCCC(=O)N([C@@H](C)CO)C[C@@H]1C	i
71	CCCCC/C=C\C/C=C\CCCCCCCCCC(=O)O	i
72	CNC[C@@H]1OCCCC[C@@H](C)Oc2ccc(N(C)C)cc2C(=O)N([C@H](C)CO)C[C@H]1C	i

Next section.
No.	Compound	NFkB SMM
73	O=C(Cn1nnc2ccccc21)OCc1ccccc1Cl	i
74	O=C(CS(=O)(=O)c1ccc2ccccc2c1)c1cc2ccccc2oc1=O	i
75	O=C(O)CN(c1ccccc1)S(=O)(=O)c1ccc(Cl)cc1	i
76	CNC[C@@H]1OCCCC[C@@H](C)Oc2ccc(NC(=O)Nc3ccccc3)cc2C(=O)N([C@H](C)CO)C[C@@H]1C	i
77	C[C@@H]1CN([C@@H](C)CO)C(=O)c2cccc(NC(=O)Nc3ccc(C(F)(F)F)cc3)c2O[C@@H]1CN(C)C(=O)NC1CCCCC1	i
78	COc1ccc(S(=O)(=O)Nc2ccc3c(c2)C(=O)N([C@@H](C)CO)C[C@H](C)[C@H](CN(C)S(=O)(=O)c2ccc(OC)cc2)O3)cc1	i
79	C[C@@H]1CN([C@H](C)CO)C(=O)c2cccc(NS(C)(=O)=O)c2O[C@@H]1CN(C)Cc1ccccc1	i
80	COc1ccc(NC(=O)Nc2ccc3c(c2)C(=O)N([C@H](C)CO)C[C@@H](C)[C@H](CN(C)S(=O)(=O)c2ccc(OC)cc2)O3)cc1	i
81	CNC[C@@H]1Oc2c(NS(=O)(=O)c3cccs3)cccc2C(=O)N([C@H](C)CO)C[C@@H]1C	i
82	COc1ccc(C(=O)CSc2nc3nc(C)cc(C)n3n2)cc1OC	i
83	CC(C)NC(=O)Nc1ccc2c(c1)C(=O)N([C@@H](C)CO)C[C@H](C)[C@@H](CN(C)C(=O)Nc1ccc(F)cc1)OCCCC[C@H](C)O2	i
84	C=CCNC(=O)[C@@H]1[C@H]2C(=O)O[C@H](c3ccccc3)[C@H](c3ccccc3)N2[C@H](c2ccccc2OCCO)[C@@]12C(=O)N(C(=O)OCCOC)c1ccc(C#Cc3ccc(OC)cc3)cc12	i

Some of these compounds in order of SMILES length, lowest first:
No.	Compound	NFkB SMM
82	COc1ccc(C(=O)CSc2nc3nc(C)cc(C)n3n2)cc1OC	i
74	O=C(CS(=O)(=O)c1ccc2ccccc2c1)c1cc2ccccc2oc1=O	i
81	CNC[C@@H]1Oc2c(NS(=O)(=O)c3cccs3)cccc2C(=O)N([C@H](C)CO)C[C@@H]1C	i
84	C=CCNC(=O)[C@@H]1[C@H]2C(=O)O[C@H](c3ccccc3)[C@H](c3ccccc3)N2[C@H](c2ccccc2OCCO)[C@@]12C(=O)N(C(=O)OCCOC)c1ccc(C#Cc3ccc(OC)cc3)cc12	i

The results go on.
No.	Compound	NFkB SMM
85	C[C@H](CO)N1C[C@H](C)[C@H](CN(C)C(=O)Nc2ccc3c(c2)OCO3)Oc2ccc(NC(=O)CCN3CCOCC3)cc2CC1=O	i
86	C[C@H]1CN([C@@H](C)CO)C(=O)Cc2cc(NC(=O)Nc3cccc4ccccc34)ccc2O[C@H]1CN(C)C(=O)Nc1cccc2ccccc12	i
87	Cc1noc(C)c1NC(=O)N(C)C[C@@H]1OCCCC[C@@H](C)Oc2ccc(NS(C)(=O)=O)cc2C(=O)N([C@H](C)CO)C[C@H]1C	i
88	Cc1noc(C)c1S(=O)(=O)N(C)C[C@H]1Oc2ccc(NS(=O)(=O)c3cccs3)cc2CC(=O)N([C@H](C)CO)C[C@@H]1C	i
89	C[C@@H]1CN([C@@H](C)CO)C(=O)Cc2cc(NC(=O)CCCN(C)C)ccc2O[C@@H]1CN(C)C	i
90	C[C@@H]1CCCCO[C@@H](CN(C)C(=O)c2ccccc2)[C@H](C)CN([C@@H](C)CO)C(=O)c2cc(NC(=O)Nc3ccc4c(c3)OCO4)ccc2O1	i
91	Cc1cc2ccccc2n2c(SCC(=O)NCc3ccco3)nnc12	i
92	C[C@@H]1CN([C@@H](C)CO)C(=O)c2cccc(NS(C)(=O)=O)c2O[C@@H]1CN(C)Cc1ccncc1	i
93	CC(C)NC(=O)N(C)C[C@H]1Oc2ccc(NC(=O)CCN3CCOCC3)cc2C(=O)N([C@H](C)CO)C[C@H]1C	i
